Furin inh: human furin inhibition; inhibition, % at 30 µM; purified furin, fluorogenic substrate cleavage; P09958; actives 0.061% (n = 220,000); in the data active means inhibition above about 25%; further: inactives centre near -15
RBBP9 inhibitor: human RBBP9 hydrolase inhibition | recombinant RBBP9, FP-Rh probe fluorescence polarization | actives 0.2% (n = 220,000) | AID 1515 | inhibition, % at 7.94 µM;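 active means inhibition above the campaign mean of all tested compounds plus 3 SD, cut at about 14% in these data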;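 further: plate controls were DMSO wells with RBBP9 for no effect and wells lacking RBBP9 protein for full effect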
Target sequence (O75884 whole entry, looked up): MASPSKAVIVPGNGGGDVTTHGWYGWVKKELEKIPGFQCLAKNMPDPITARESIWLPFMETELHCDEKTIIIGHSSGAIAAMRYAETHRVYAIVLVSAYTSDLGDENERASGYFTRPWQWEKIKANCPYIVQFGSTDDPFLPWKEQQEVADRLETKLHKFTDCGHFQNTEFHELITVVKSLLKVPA
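Controls: DMSO-treated enzyme wells and wells lacking RBBP9 | Material: RBBP9 protein | Technique: Fluorescence polarization | Replication: Single well per compound, no replicates | Buffer or medium: Tris-NaCl-Pluronic buffer, pH 8.0 | Timing: 30 min compound preincubation, 45 min probe labeling, 25 °C | Read-out basis: Percent inhibition from mP, scaled between DMSO and no-protein wells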
PPC-1+TRAIL kill: kills PPC-1 cancer cells in the presence of TRAIL | PPC-1 cells + TRAIL, ATPLite viability luminescence | cell killing (% activity), % at 4 µM | actives 0.41% (n = 220,000) | AID 1443;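 active means cell killing above 50% in the first pass at 4 µM, then a duplicate retest at 5 µM averaging 50% or more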;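 further: plate controls were cells with TRAIL plus DMSO for no effect and medium-only wells lacking cells for full effect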
NCF1 inh: blocks human p47phox regulatory protein of NADPH oxidases; inhibition, % at 24.7 µM; P14598; actives 0.53% (n = 220,000); p47phox/p22phox peptide binding, fluorescence polarization, 2 h;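 active means inhibition above about 30%, limit read from the data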;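 further: 0% = p47phox with labelled peptide and 100% = labelled peptide alone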
Ba/F3 V617F tox: loss of viability in JAK2V617F-driven Ba/F3 cells; AID 1446; actives 1.1% (n = 220,000); Ba/F3 EpoR-JAK2V617F viability, ATP luminescence; inhibition, % at 5.6 µM;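 active means inhibition above the campaign mean plus 3 SD over all tested compounds, cut at about 24% in these data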;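 further: cytokine-independent growth of Ba/F3 cells driven by EpoR plus mutant JAK2; 0% = DMSO-treated cells and 100% = JAK inhibitor I control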
EP2 antag: blocks the human prostaglandin E2 receptor EP2. C6 glioma cells expressing human EP2, cAMP TR-FRET; cells stimulated with saturating PGE2. inhibition, % at 25 µM. actives 0.52% (n = 260,000);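 active means percent inhibition above 40 after rounding to a whole number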;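 further: rat C6 glioma host cells with rolipram phosphodiesterase inhibitor present; the protocol text gives 20 µM as final concentration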
BaF3 parental: reduces parental Ba/F3 cell viability, JAK2V617F counter-screen; AID 1486; CellTiter-Glo ATP luminescence; actives 1.1% (n = 220,000); inhibition, % at 5.6 µM;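 active means inhibition above a per-campaign cutoff, the mean inhibition of all tested compounds plus 3 SD, cut at about 27% in these data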;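 further: 0% = DMSO wells and 100% = JAK Inhibitor I control wells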
Tb hexokinase: T. brucei hexokinase 1 inhibition; actives 0.11% (n = 220,000); recombinant TbHK1, G6PDH-coupled NADH A340; inhibition, % at 10 µM;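 active means inhibition of 50% or more in the single-dose primary screen; inactive means inhibition below 50%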
p97 ATPase inh: inhibitors of human p97 ATPase | P55072 | recombinant p97 ATPase, Kinase-Glo ATP luminescence, 3 h | inhibition, % at 8 µM | actives 0.42% (n = 220,000) | AID 1481; in the data active means inhibition above about 15%;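 further: 0% = DMSO vehicle and 100% = wells lacking enzyme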
Target sequence (P55072 whole entry, looked up): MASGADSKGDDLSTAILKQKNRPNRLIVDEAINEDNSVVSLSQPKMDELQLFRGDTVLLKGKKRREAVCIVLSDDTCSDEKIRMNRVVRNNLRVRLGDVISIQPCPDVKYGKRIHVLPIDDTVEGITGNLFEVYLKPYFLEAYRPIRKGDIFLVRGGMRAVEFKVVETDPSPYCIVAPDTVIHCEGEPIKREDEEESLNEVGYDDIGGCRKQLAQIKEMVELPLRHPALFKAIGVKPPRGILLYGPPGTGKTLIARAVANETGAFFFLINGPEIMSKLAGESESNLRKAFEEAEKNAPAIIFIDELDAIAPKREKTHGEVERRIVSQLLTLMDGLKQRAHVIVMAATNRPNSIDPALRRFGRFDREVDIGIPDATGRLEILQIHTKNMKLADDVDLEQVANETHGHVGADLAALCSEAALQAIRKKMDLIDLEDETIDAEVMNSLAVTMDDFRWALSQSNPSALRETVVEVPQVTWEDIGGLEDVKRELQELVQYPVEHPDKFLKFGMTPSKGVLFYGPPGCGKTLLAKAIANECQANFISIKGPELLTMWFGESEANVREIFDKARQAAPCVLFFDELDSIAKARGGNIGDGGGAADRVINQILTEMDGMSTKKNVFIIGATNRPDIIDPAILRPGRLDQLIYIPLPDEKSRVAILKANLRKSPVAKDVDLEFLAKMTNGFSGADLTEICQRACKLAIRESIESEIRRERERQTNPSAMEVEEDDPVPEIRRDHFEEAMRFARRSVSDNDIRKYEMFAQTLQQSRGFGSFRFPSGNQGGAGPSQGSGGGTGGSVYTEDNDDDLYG
An asterisk follows results filed as active; & = joins results of further samples; [ ] = dose if it differs, or a comment. Not all compounds are listed; rates above refer to the full screens.

Order of values – Furin inh | RBBP9 inhibitor | PPC-1+TRAIL kill | NCF1 inh | Ba/F3 V617F tox | EP2 antag | BaF3 parental | Tb hexokinase | p97 ATPase inh
> O=c1c2ccccc2nc(-c2ccccc2)n1-c1cccnc1
→ -6[20 µM] | 0 | 13 | 11 | -7 | 6&8 | 0 | -3 | 7
> O=C(Nc1cccc2ccccc12)N1CCC2(CC1)OCCO2
→ -24 | -9 | 12 | 7 | 0 | 10 | -1 | -8 | -2
> CC(C(=O)c1ccccc1)N1C(=O)c2ccccc2C1=O (centres undefined)
→ -14 | -1 | 13 | -7 | -7 | 4 | -1 | 28 | 2
> ON1C2CCCCC2N(O)C1c1ccccc1F (centres undefined)
→ -11[20 µM] | -9 | 8 | -6 | 0 | 5 | 4 | 2 | 4
> O=c1[nH]c(=O)n(-c2ccccc2F)c(O)c1C=NCCC1=CCCCC1
→ -5 | -4 | 3 | 10 | 3 | 13 | 5 | 3 | -5
> CN1c2ccc([N+](=O)[O-])cc2CC2(C(=O)NC(=O)NC2=O)C1c1ccccc1 (centres undefined)
→ -11 | -5 | 2 | -7 | -1 | 8 | 6 | -8 | 6
> O=c1c(C=Nc2cccnc2Cl)c(O)n(CCCCl)c(=O)n1C1CCCCC1
→ -17 | -7 | -17 | -33 | 4 | 3 | 3 | -3 | -6
> O=c1[nH]c(=O)n(C2CCCCC2)c(O)c1C=Nc1ccc(N2CCOCC2)cc1
→ -19 | -7 | 8 | -4 | 3 | 19 | 6 | -13 | 0
> Cc1ccccc1NC1(C#N)CCCCC1
→ -23 | -4 | -16 | -1 | -3 | 4 | 6 | 4 | 5
> CN1C2CCC1CC(=NO)C2
→ -21 | -2 | 4 | 1 | 0 | 12 | -4 | -4 | 5
> CN(C)CC1CSCCC1(O)c1ccccc1Cl (centres undefined)
→ -17[20 µM] | 5 | 17 | 1 | -2 | 11 | -2 | 9 | 7
> COC(=O)c1c(N)n(Cc2ccc(OC)cc2)c2nc3ccccc3nc12
→ -16 | -6 | -4 | -11 | -1 | 11 | 3 | -12 | 7
> CCOP(=O)(OCC)c1cc(CC)ccc1O
→ -14 | 6 | -2 | -4 | 1 | 5 | 0 | -6 | 0
> COC(=O)[C@@]1(Cc2ccc(F)cc2)[C@H]2c3cc(C(=O)N(C)C)[nH]c3C[C@H]2CN1C(=O)c1ccccc1
→ -9 | 2 | 12 | -10 | 1 | 10 | 7 | -8 | 2
> COc1ccc(CCn2c(O)c(/C=N/NC(=O)c3ccncc3)c(=O)[nH]c2=O)cc1OC
→ 1 | -8 | -2 | -24 | -2 | 7 | 3 | -37 | 4

Compound profiles, from the list above. Order of values: Furin inh, RBBP9 inhibitor, PPC-1+TRAIL kill, NCF1 inh, Ba/F3 V617F tox, EP2 antag, BaF3 parental, Tb hexokinase, p97 ATPase inh
O=C(Nc1cccc2ccccc12)N1CCC2(CC1)OCCO2 is entered as -24, -9, 12, 7, 0, 10, -1, -8, -2
COC(=O)c1c(N)n(Cc2ccc(OC)cc2)c2nc3ccccc3nc12 is entered as -16, -6, -4, -11, -1, 11, 3, -12, 7

Going on with the list:
Order of values – Furin inh | RBBP9 inhibitor | PPC-1+TRAIL kill | NCF1 inh | Ba/F3 V617F tox | EP2 antag | BaF3 parental | Tb hexokinase | p97 ATPase inh
> CSc1ccc(C(=O)C(C)(C)N2CCOCC2)cc1
→ -11[20 µM] | 6 | -5 | 4 | -6 | 6 | 0 | -8 | 3
> CCOC(=O)C1(CCc2ccccc2)CCN(Cc2cccc3cnccc23)CC1
→ -21 | -9 | 3 | -10 | 2 | 5 | 6 | -3 | -4
> Cn1nnc(CC[N+](C)(C)C)n1
→ -11 | -5 | 14 | -3 | 2 | 6 | 0 | -2 | 1
> COC(=O)C(O)(c1ccc(NC(=O)c2ccccc2)cc1)C(F)(F)F (centres undefined)
→ -7 | -7 | 8 | -3 | 5 | 8 | 1 | -5 | -7
> Cc1nc2c(c(=O)[nH]1)C(c1ccccc1Cl)c1c(c3ccccc3oc1=O)O2 (centres undefined)
→ -19 | -7 | 22 | -5 | -2 | 7 | -2 | -3 | 6
> O=[N+]([O-])c1ccc(N2CCCC2)c(F)c1Br
→ 0 | 1 | -1 | -1 | 2 | 7 | 7 | 33 | 6
> CN1CCN(c2ccc(NC(=O)C(C)(C)C)cc2)CC1
→ -21 | -9 | -20 | 4 | -2 | 9&13 | 2 | 0 | 0
> Cc1ccc(-n2c(O)c(/C=N/Nc3ccccc3)c(=O)[nH]c2=O)cc1C
→ 0 | -6 | 2 | 40* | -4 | 21 | -3 | -28 | 3
> O=C1CC(N2CCC(n3c(=O)[nH]c4ccccc43)CC2)C(=O)N1c1ccc(F)cc1 (centres undefined)
→ -2[20 µM] | -2 | 11 | -5 | -3 | 13 | 0 | 7 | 4
> NCC(CC(=O)O)C1CCCCC1 (centres undefined)
→ -22[20 µM] | 0 | 20 | 2 | -4 | 6 | 2 | -4 | 2
> COc1cccc(N2CCN(Cc3cccc(Cl)c3)CC2)c1
→ -24 | 3 | 3 | -2 | -3 | 11 | 7 | 3 | -2
> CCOC(=O)C1=C(N)OC2=C(C(=O)CCC2)[C@]12C(=O)N(CC(N)=O)c1ccccc12
→ -4 | 4 | -4 | 0 | 0 | 13 | -2 | -9 | -10
> Cc1ccccc1N1C(=O)NC(=O)/C(=C\c2cc(Br)c(N3CCOCC3)o2)C1=O
→ 8 | -2 | 1 | -282 | -3 | 7 | 4 | -6 | 4
> CC(C)N1CC=C(c2c[nH]c3ccccc23)CC1
→ -19 | 0 | 7 | -7 | 87* | 16 | 65* | -1 | 4
> CN1CCCCC1c1ccc(-c2cccnc2)nc1 (centres undefined)
→ -32 | 6 | 5 | -2 | -4 | 10&18 | -1 | -1 | 7

Next part.
Order of values – Furin inh | RBBP9 inhibitor | PPC-1+TRAIL kill | NCF1 inh | Ba/F3 V617F tox | EP2 antag | BaF3 parental | Tb hexokinase | p97 ATPase inh
> O=C(O)c1cccc2c1NC(c1cccc([N+](=O)[O-])c1)C1CC(Sc3ccccc3[N+](=O)[O-])C(Cl)C21 (centres undefined)
→ 2 | 4 | -8 | 2 | 2 | 4 | 13 | 13 | 5
> CN1CCN(C(=O)COc2ccc(S(=O)(=O)NCc3ccccc3)cc2Cl)CC1
→ -26[20 µM] | 2 | 2 | -3 | -4 | 7 | 2 | 0 | 1
> CC(C)Oc1ccc(CC2(CCc3ccncc3)C(=O)NC(=O)NC2=O)cc1
→ -15 | -12 | 14 | -9 | -3 | 11 | 0 | -7 | 2
> c1cc(CCN2CCCC2)ccn1
→ -20 | -5 | 9 | -13 | -2 | 5 | -2 | -10 | 8
> CC(C)[C@H]1C(=O)N2CCC[C@H]2[C@]2(O)O[C@](NC(=O)[C@@H]3C=C4c5cccc6[nH]cc(c56)C[C@H]4N(C)C3)(C(C)C)C(=O)N12
→ -12 | -7 | 33 | 12 | 4 | 18 | 11 | -4 | 1
> Cc1ccc(-c2ccc(=O)n(CCC(=O)N3CCC4(CC3)OCCO4)n2)cc1
→ -15 | -13 | -16 | 2 | 4 | 5 | -2 | 0 | -5
> CC(C)OC(=O)Nc1ccc(N=C(N)N[N+](=O)[O-])cc1
→ -2 | 0 | 25 | 6 | 6 | 4 | 9 | 2 | -2
> O=C(Nc1ccncc1)c1cccn(Cc2ccccc2)c1=O
→ -118 | 4 | 32 | -6 | -1 | 9 | 10 | -28 | 1
> CCN1CCC2(CC1)NC(=O)c1ccccc1O2
→ -36 | 0 | 14 | -2 | -2 | 9 | 3 | -4 | 7
> CC(C)n1c(=O)c(C=Nc2cccc([N+](=O)[O-])c2)c(O)n(CCc2ccccc2)c1=O
→ 6 | -15 | 21 | -48 | 1 | 3 | 6 | -13 | -7
> CCCCCn1c(N)c(C(=O)NCCN2CCOCC2)c2nc3ccccc3nc21
→ -18 | -6 | 12 | -24 | 5 | 10 | 5 | -11 | -10
> c1ccc2c(CCNC3=NCCC3)c[nH]c2c1
→ -15 | -8 | 2 | -15 | 5 | 13 | 10 | 5 | -3
> CC1(C)CC(=O)C(C=NCCN2CCN(C(=O)Cc3ccccc3)CC2)=C(O)C1
→ -8 | -10 | 14 | 1 | -2 | 7 | 3 | 6 | 4
> CC1CN(c2ccc([N+](=O)[O-])c(N3CCCCC3)c2)CCN1 (centres undefined)
→ 1 | -10 | 13 | 11 | -3 | 10 | 2 | -12 | 6
> Cc1cccc(C)c1NC(=O)c1cccn(Cc2ccc3c(c2)OC(F)(F)O3)c1=O
→ 3[20 µM] | -6 | 3 | -9 | 4 | 3 | 5 | -16 | -8

Four entries drawn at random from those above, as already listed:
Order of values – Furin inh | RBBP9 inhibitor | PPC-1+TRAIL kill | NCF1 inh | Ba/F3 V617F tox | EP2 antag | BaF3 parental | Tb hexokinase | p97 ATPase inh
> c1ccc2c(CCNC3=NCCC3)c[nH]c2c1
→ -15 | -8 | 2 | -15 | 5 | 13 | 10 | 5 | -3
> O=C(Nc1ccncc1)c1cccn(Cc2ccccc2)c1=O
→ -118 | 4 | 32 | -6 | -1 | 9 | 10 | -28 | 1
> O=C(O)c1cccc2c1NC(c1cccc([N+](=O)[O-])c1)C1CC(Sc3ccccc3[N+](=O)[O-])C(Cl)C21 (centres undefined)
→ 2 | 4 | -8 | 2 | 2 | 4 | 13 | 13 | 5
> CC1(C)CC(=O)C(C=NCCN2CCN(C(=O)Cc3ccccc3)CC2)=C(O)C1
→ -8 | -10 | 14 | 1 | -2 | 7 | 3 | 6 | 4

Continued.
Order of values – Furin inh | RBBP9 inhibitor | PPC-1+TRAIL kill | NCF1 inh | Ba/F3 V617F tox | EP2 antag | BaF3 parental | Tb hexokinase | p97 ATPase inh
> C=CCn1c(O)c(/C=N/NC(=O)c2ccncc2)c(=O)[nH]c1=O
→ 36* | -12 | 11 | -6 | 5 | 2 | 6 | -47 | -7
> O=c1[nH]c(=O)n(CC2CCCO2)c(O)c1/C=C1\C=Nc2ccccc21 (centres undefined)
→ 22&-4 | -13&1 | 4&34 | -46&-26 | 5&0 | 12&12 | -1&6 | 5&3 | 3&1
> Cc1cc(C(=O)O)c(C)n1C1CC1
→ -13 | -12 | 13 | 0 | 4 | 4 | 3 | -2 | 1
> CC1CN=C(Nc2ccc(F)c(Cl)c2)S1 (centres undefined)
→ -14 | -10 | 15 | -2 | 1 | 2 | -1 | -4 | -6
> O=C(CN1C(=O)CCSc2ccccc21)N1CCC2(CC1)OCCO2
→ -22 | -9 | -12 | 2 | 0 | 3 | 6 | 5 | 12
> CC(=O)C1C2c3ccccc3OC1(C)N=c1s/c(=C/c3cnn(C)c3)c(=O)n12 (centres undefined)
→ -4 | -9 | -26 | -19 | -1 | 10 | 3 | -53 | 3
> CCCCC(=O)N/N=C/c1c(O)n(CCc2ccccc2)c(=O)[nH]c1=O
→ -21 | -3 | 7 | -21 | -4 | 6 | 3 | 2 | 4
> CN1C(=O)C(C2c3ccccc3C(=O)N2Cc2ccccc2)C(=O)N(C)C1=O (centres undefined)
→ -17 | -5 | -3[5 µM] | -3 | -1 | 13 | 0 | -3 | 4
> CCOP(=S)(OCC)Oc1cc(C)oc(=O)c1
→ -22 | 3 | 11 | 5 | 2 | 4 | -5 | -8 | 0
> CCN1CCc2ccccc2C1
→ -26 | -9 | -5 | -11 | -3 | 4 | -3 | -12 | 0
> FC(F)(F)c1ccc2c(c1)NP(=S)(N1CCOCC1)c1nccn1-2 (centres undefined)
→ -29 | -8 | -13 | -4 | -3 | 6 | 3 | 4 | 3
